# Screening results from PubChem BioAssay.
# Myeloid diff MLP: induction of myeloid progenitor differentiation, primary screen, cell-based, flow cytometry, MLPCN library; ER-HoxA9 myeloid progenitors, lysozyme-GFP differentiation; calls only at 10 µM; actives 1% (n = 360,000);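 active = normalized GFP-positive differentiation at or above the plate's own cutoff, the solvent-only control mean plus 3 SD; inconclusive = no clear call, values can overlap the other calls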;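 note: cells exposed to compound for four days before flow analysis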
# Myeloid diff MLP GFP+ MAC1+ %: second read-out of Myeloid diff MLP, no call of its own (marks repeat the call); GFP+ MAC1+ double positive, %; measured here: differentiation confirmed by MAC1 staining
# Active calls of the source: *; i = inactive; ? = inconclusive; / = not tested or not shown; + = active, no number.
SMILES,Myeloid diff MLP,Myeloid diff MLP GFP+ MAC1+ %
CCCC(C)Sc1nc2c([nH]1)c(=S)n(C)c(=O)n2C (stereo not drawn),i,0.3
CCCCC(=O)c1ccc(OC(=O)c2ccc([N+](=O)[O-])cc2)cc1,i,2.2
CCCN(CC(=O)Nc1ccccc1C)C(=O)C1CCN(S(=O)(=O)c2ccc3c(c2)OCCO3)CC1,i,1.4
CC(=O)Nc1cc(-c2ccc(N(C)C)cc2)cn2c(-c3ccc(F)cc3)cnc12,i,2.0
Nc1ccn([C@@H]2O[C@H](CNCc3cnc(N4CCOCC4)s3)[C@@H](O)[C@H]2O)c(=O)n1,i,1.0
CCC(c1nc2ccccc2[nH]1)n1c(=O)c(-c2ccccc2)nc2ccccc21 (stereo not drawn),i,1.0
O=C(CC[C@H]1O[C@@H](n2ccc(=O)[nH]c2=O)[C@H](O)[C@@H]1O)N[C@H](Cc1ccccc1)C(=O)NCc1ccccc1,i,0.4
NCCCCC(C(=O)O)N(C(=O)OCc1ccccc1)C(=O)OCc1ccccc1 (stereo not drawn),i,0.9
O=C(Nc1cc(F)ccc1F)c1ccc2c(=O)n3c(nc2c1)CCC3,i,0.5
C#CCN(C[C@@H]1[C@@H](OC(=O)Nc2cccs2)[C@@H](OC(=O)Nc2cccs2)Cn2c(=O)n(CCCCCC)c(=O)n21)S(=O)(=O)c1ccc(C)cc1,i,1.1
Cc1ccccc1P(=O)(c1ccccc1)c1ccccc1C,i,0.8
CC(C)C[C@H]1CN([C@@H](Cc2ccc(O)cc2)CN2CCC[C@@H]2CN2C(=O)C(=O)NC[C@@H]2Cc2ccccc2)C(=O)C(=O)N1CC1CCCCCC1,i,1.6
CC(C)OC(=O)CC(=O)CC(O)c1cccc([N+](=O)[O-])c1 (stereo not drawn),i,3.1
OC[C@@H]1CN(Cc2ccc3c(c2)OCO3)C[C@H](n2cnc3c(N4CCCC4)ncnc32)O1,i,0.5
CCCCN(CCCC)Cc1cc(=O)oc2cc(OC)c(Cl)cc12,i,0.8
CC1(C2CC2)NC(=O)N(CC(=O)N2CCN(c3ccccc3F)CC2)C1=O (stereo not drawn),i,0.6
COc1ccccc1N1CCN(C(=O)CN(C)S(=O)(=O)c2ccc(C)cc2)CC1,i,1.1
COC(=O)C[C@H]1C[C@H]2c3cc(NC(=O)Cc4ccncc4)ccc3O[C@H]2[C@@H](CO)O1,i,0.3
O=C(O)c1ccccc1-c1ccc([N+](=O)[O-])cc1Cl,i,0.7
Cc1ccc(S(=O)(=O)Nc2c(C)cc([N+](=O)[O-])cc2C)cc1,i,0.8
COc1cccc(CC(=O)Nc2ccc(F)c(S(=O)(=O)N3CCOCC3)c2)c1,i,0.5
O=C(CSc1c2c(nc3ccc(Cl)cc13)CCCC2)N1CCN(C(=O)c2ccco2)CC1,i,0.4
O=C(NCCc1ccc2c(c1)OCCO2)c1cc(S(=O)(=O)N2CCCC2)ccc1Br,i,2.2
CC(C)=CCCC(C)=CCN1C(=O)CN(C)C1=O,i,0.4
CNc1cncc(-c2ccc(OCCCN(C)C)nc2)n1,i,0.2
CCN(C(=O)CN(C1=NC2CS(=O)(=O)CC2S1)c1ccc(OC)cc1)c1cccc(C)c1 (stereo not drawn),i,4.9
Cc1ccc(C(=O)N2CCN(C/C=C/c3ccccc3)CC2)cc1S(=O)(=O)N1CCOCC1,i,0.5
CC(=O)C1=CCC(c2ccc(C)cc2)N(S(=O)(=O)c2ccc(Cl)cc2)C1 (stereo not drawn),i,1.0
O=C1C=CC(=Nc2ccc3c(c2)Cc2cc(F)ccc2-3)O1,i,0.5
O=C1NC(=O)C2(CCCCC2)N1,i,1.0
COc1ccc(CN2C(=O)CCC2(C)c2nnnn2Cc2ccccc2)cc1 (stereo not drawn),i,1.4
O=c1onc(-c2ccccc2)n1Cc1ccc([N+](=O)[O-])cc1,i,0.9
COC(=O)[C@]12CCCCC=C1N(CCc1ccc(OC)c(OC)c1)C(=O)[C@H](CC(=O)N1CCN(C(=O)C3CC3)CC1)C2,i,2.5
Clc1ccc(-c2cccc3nccn23)cc1,i,0.8
CC(=O)Nc1ccc(C(=O)N2CCCCC2c2cc(C(=O)N3CCOCC3)no2)cc1 (stereo not drawn),i,2.0
O=C(/C=C/[C@H]1O[C@@H](n2ccc(=O)[nH]c2=O)[C@H](O)[C@@H]1O)NCc1ccc2c(c1)OCO2,i,1.0
Cn1sc2ccccc2c1=O,?,/
CC(C)C[C@H]1CN(CCCC[C@H]2CNC(=O)C(=O)N2CCC2CCCCC2)C(=O)C(=O)N1CCC1CCCCC1,i,0.4
CN1C[C@@H]2[C@@H]3C(=O)N(Cc4ccccc4)C(=O)[C@@H]3[C@](Cc3ccccc3)(C1=O)N2C(=O)c1ccccc1,i,2.1
CCOC(=O)[C@]12CCC=C1N(Cc1ccc(Cl)cc1Cl)C(=O)[C@H](CC(=O)NCc1cccc3ccccc13)C2,i,0.8
Nc1nc(N)c(-c2cccc(C(F)(F)F)c2)c(Cc2cccc(C(F)(F)F)c2)n1,?,/
COc1cccc(C(NC(C)=O)c2nc(-c3cccc(NC(C)=O)c3)cs2)c1 (stereo not drawn),i,0.6
Cc1c(Cl)cccc1NC(=O)C1CC(=O)N(C2CCCC2)C1 (stereo not drawn),i,0.2
COc1ccc(CC(=O)Nc2ccccc2C(F)(F)F)cc1S(=O)(=O)N1CCOCC1,i,0.8
O=S1(=O)CC(N2CCSCC2)CN1Cc1cn(Cc2ccc(Cl)cc2)nn1 (stereo not drawn),i,1.2
CC(=O)Nc1cccc(C(=O)NNC(=O)c2ccc(NS(=O)(=O)c3cccs3)cc2)c1,i,1.8
CC(C)(C(=O)N1CCC1(C)C(=O)NS(=O)(=O)c1cccc(F)c1)c1ccccc1 (stereo not drawn),i,1.7
O=C(Nc1cccc(C(F)(F)F)c1)C1CC(=O)N(Cc2ccco2)C1 (stereo not drawn),i,0.4
O=C(CCCCn1cnc2c(=S)nc[nH]c21)Nc1ccc(C(=O)O)c(O)c1,i,0.6
CCCS(=O)(=O)NC(=O)C1(C)CCN1C(=O)Cc1ccc(Cl)cc1Cl (stereo not drawn),i,1.5
Cc1ccc([C@@H]2CC(=O)[C@@H]3CN(S(=O)(=O)c4ccc(C)cc4)[C@H](c4ccc(Cl)cc4)C[C@@H]3N2S(=O)(=O)c2ccc(Cl)cc2)cc1,i,0.4
COc1ccc(C(=O)c2[nH]c(N)c(C(=O)NCCc3c[nH]c4ccccc34)c2-c2ccc(Br)cc2)cc1,i,1.6
Cc1noc(C)c1NC(=O)N(C)C[C@H]1OCCCC[C@@H](C)Oc2ccc(NC(=O)c3ccccc3)cc2C(=O)N([C@H](C)CO)C[C@@H]1C,i,0.3
COc1ccccc1-c1cc(NC=O)c2ncc(-c3cccc(C(F)(F)F)c3)n2c1,i,0.5
C[C@@H]1CN([C@H](C)CO)S(=O)(=O)c2ccc(C#Cc3ccccc3)cc2O[C@H]1CN(C)C(=O)Nc1ccc2c(c1)OCO2,i,1.0
CC(=O)Nc1ccc(-c2ccnc3c2CC(C(=O)NCc2cccc(Cl)c2)O3)cc1 (stereo not drawn),?,/
NC(=O)c1cccc(-c2coc3c(C(=O)NCc4ccccc4)cccc23)c1,i,0.9
COc1cc(/C=N/N2CCN(Cc3ccccc3)CC2)cc(OC)c1OC,i,0.7
O=C(NC1CCCC1)C1c2ccccc2OCC(=O)N1CCc1c[nH]c2ccccc12 (stereo not drawn),i,1.8
CNc1ncnc2c1cnn2C1CCCCO1 (stereo not drawn),i,1.6

# The final 6 records of the part above lead into the next:
SMILES,Myeloid diff MLP,Myeloid diff MLP GFP+ MAC1+ %
C[C@@H]1CN([C@H](C)CO)S(=O)(=O)c2ccc(C#Cc3ccccc3)cc2O[C@H]1CN(C)C(=O)Nc1ccc2c(c1)OCO2,i,1.0
CC(=O)Nc1ccc(-c2ccnc3c2CC(C(=O)NCc2cccc(Cl)c2)O3)cc1 (stereo not drawn),?,/
NC(=O)c1cccc(-c2coc3c(C(=O)NCc4ccccc4)cccc23)c1,i,0.9
COc1cc(/C=N/N2CCN(Cc3ccccc3)CC2)cc(OC)c1OC,i,0.7
O=C(NC1CCCC1)C1c2ccccc2OCC(=O)N1CCc1c[nH]c2ccccc12 (stereo not drawn),i,1.8
CNc1ncnc2c1cnn2C1CCCCO1 (stereo not drawn),i,1.6
CSC[C@H]1CN(CCc2ccccc2)C(=O)[C@@H]1CC(=O)Nc1ccccc1,i,0.1
O=C1CC(=O)N2CCSC2=N1,i,0.4
CC(C)CC(N)c1csc(Nc2ccc(C(=O)N(C)Cc3ccccc3)cn2)n1 (stereo not drawn),i,2.9
CC(=O)Nc1cc(-c2ccccc2N(C)C)cn2c(-c3cccc(C(F)(F)F)c3)cnc12,+,4.3*
OC[C@H]1O[C@@H](c2nc(-c3ccc(CN4CCOCC4)cc3)no2)[C@H](O)[C@@H](O)[C@H]1O,i,0.5
CCc1nc2ccc(C(=O)N(C)CCN(C)C)cn2c1N(CC)C(=O)NCCc1ccccc1,i,1.2
Cc1cccc(C)c1NC(=O)C1(C)CCC(=O)N1CCCn1ccnc1 (stereo not drawn),i,1.1
CCCCN(C=O)c1c(CC)nc2ccc(C(=O)NCCN(C)C)cn12,i,1.0
C[C@H](NC(=O)c1ncn2c1C(=O)N(C)CC2)C(=O)OC(C)(C)C,i,2.1
Cc1ccc(Cl)cc1-c1cc(C(=O)NCc2ccc(C(F)(F)F)cc2)[nH]n1,i,0.8
O=C(OCC(=O)N1CCC(Cc2ccccc2)CC1)c1ccc(O)cc1,i,0.8
CN(C(=O)c1cccc(NC(=O)Cc2ccc(NC(=O)C3CCCN(S(=O)(=O)c4cccc([N+](=O)[O-])c4)C3)cc2)c1)C1CCC1 (stereo not drawn),i,0.5
CCOC(=O)C1(NC(=O)CN2C(=O)c3ccccc3C2=O)CCCC1,i,1.2
O=S(=O)(CCNCc1ccco1)NC1CCCCC1,i,0.3
CSc1ccc(CN2CCC(N3CCC(C(=O)NC4CC4)CC3)CC2)cc1,i,1.5
Cc1cc(Br)cn2c(Cc3ccsc3)c(-c3ccc(C#N)cc3)nc12,i,2.0
CN(C(=O)c1cccc(NC(=O)Cc2cccc(NC(=O)C3CCCN(C(=O)CCc4ccccc4)C3)c2)c1)C1CCC1 (stereo not drawn),i,1.3
CCCC1(c2ccsc2)NC(=O)NC1=O (stereo not drawn),i,1.3
Cc1cc(F)ccc1-c1cc(C(=O)Nc2ccc(F)cc2)[nH]n1,i,1.4
COc1cc(C(=O)OCC(=O)N2CCN(S(=O)(=O)c3ccc(C)cc3C)CC2)c([N+](=O)[O-])cc1OC,i,0.1
COc1cccc(C(C)(O)c2nc(-c3csc4ccccc34)cs2)c1 (stereo not drawn),i,0.9
NC1(C(=O)O)CCCCC1c1ccccc1 (stereo not drawn),i,1.7
Cc1ccc(NC(=O)CCc2ccccc2)cc1C,i,1.1
Cc1ccc(CC2(c3ccccc3)NC(=O)NC2=O)cc1 (stereo not drawn),i,0.9

# 3 entries from above, sorted by their value in Myeloid diff MLP GFP+ MAC1+ %, highest first:
smiles | Myeloid diff MLP GFP+ MAC1+ %
CCCC1(c2ccsc2)NC(=O)NC1=O (stereo not drawn) | 1.3
Cc1ccc(CC2(c3ccccc3)NC(=O)NC2=O)cc1 (stereo not drawn) | 0.9
O=S(=O)(CCNCc1ccco1)NC1CCCCC1 | 0.3

# One compound at a time, from the list above:
# Cc1cc(F)ccc1-c1cc(C(=O)Nc2ccc(F)cc2)[nH]n1 in the list: Myeloid diff MLP = i; Myeloid diff MLP GFP+ MAC1+ % = 1.4
# CCCC1(c2ccsc2)NC(=O)NC1=O (stereo not drawn) in the list: Myeloid diff MLP = i; Myeloid diff MLP GFP+ MAC1+ % = 1.3

# Next part:
SMILES,Myeloid diff MLP,Myeloid diff MLP GFP+ MAC1+ %
C=CC(=O)Nc1cccc(Oc2ccnc3[nH]ccc23)c1,i,1.4
O=Nc1c(O)cc(O)c2ccccc12,i,1.1
COc1ccc(CN2C[C@@H](CO)O[C@@H](n3cnc4c(NCc5ccco5)ncnc43)C2)cc1,i,0.5
CNc1nc(NCc2cccc(OC)c2)c2sccc2n1,i,0.3
Cc1c(Br)cccc1NC(=O)C1(C)CCN1Cc1ccccc1OC(F)F (stereo not drawn),i,0.9
COc1cccc(NC(=O)CCC2CCN(C(=O)C(OC)c3ccccc3)CC2)c1 (stereo not drawn),i,1.0
Cc1ccc(NC2CNC(=O)NC2=O)cc1C (stereo not drawn),i,0.7
CN1C[C@H]2CON(C)[C@H]2C[C@H]1c1cccc(-c2ccc(C#N)cc2)c1,i,0.5
CCN(CC)CCSc1nc2c([nH]1)c(=S)n(C)c(=O)n2C,i,0.8
COc1ccccc1S(=O)(=O)N(C)C[C@@H]1OCc2cn(nn2)CCCC(=O)N([C@H](C)CO)C[C@H]1C,i,0.9
O=C(OCc1cn([C@@H]2C[C@H](c3ccccc3)N(C(=O)c3cccs3)C[C@H]2O)nn1)c1ccccc1,i,1.2
COC(=O)c1cc2c(n(-c3ccccc3)c1=O)CCCC2=O,i,0.6
CC(C)Nc1ncnc2[nH]ncc12,i,0.5
CN(C)CCN1CCN([C@H]2CS(=O)(=O)N[C@@H]2COCc2ccccc2)CC1,i,0.4
CC(C)N1CCCC(C)(C(=O)Nc2ccccc2)C1 (stereo not drawn),i,0.7
S=c1[nH]c2nc(Cl)c(Cl)nc2[nH]1,i,1.0
O=C(c1ccco1)N1CCN(C(=O)c2ccco2)C1=S,i,0.7
CC(=NOC(=O)c1ccc(Cl)cc1)c1nccs1,i,0.1
CC1(C(=O)NCC2CC2)CCN1C(=O)C1(c2ccc(Cl)cc2)CC1 (stereo not drawn),i,1.2
CC1(C(=O)Nc2ccc3c(c2)OCCO3)CCN1C(=O)c1ccco1 (stereo not drawn),i,1.3
CCN(CC)S(=O)(=O)c1ccc(-c2cn3ccccc3n2)cc1,i,0.7
O=C(Cn1nnc(-c2ccc(Cl)cc2)n1)NC(=O)NC1CCCC1,i,1.0
COCCNC(=O)C1(C)CCN(Cc2cccc(Oc3ccccc3)c2)C1 (stereo not drawn),i,1.3

# These rows are one share of the data. The share of hits here may be higher or lower than overall.
